Compound activity from PubChem BioAssay.
FLuc modulator: counter-screen for miR-21 project: firefly luciferase inhibitors or activators | P08659 | purified FLuc, Km substrates, luminescence inhibition | Potency, µM (doses to about 57.5 µM), for inactives: at the top dose activity change, negative = inhibition, actives largely listed as inhibitors | 360,000 compounds, 6.9% hits | AID 588342; active = well fitted inhibition curve with a large enough effect; inconclusive = small, poorly fitted or top-dose-only effect;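 note: plate controls were vehicle for no effect and reference inhibitor for full effect; nearly all actives have a fitted effect of over 55% in size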
Target sequence (P08659 whole entry, looked up): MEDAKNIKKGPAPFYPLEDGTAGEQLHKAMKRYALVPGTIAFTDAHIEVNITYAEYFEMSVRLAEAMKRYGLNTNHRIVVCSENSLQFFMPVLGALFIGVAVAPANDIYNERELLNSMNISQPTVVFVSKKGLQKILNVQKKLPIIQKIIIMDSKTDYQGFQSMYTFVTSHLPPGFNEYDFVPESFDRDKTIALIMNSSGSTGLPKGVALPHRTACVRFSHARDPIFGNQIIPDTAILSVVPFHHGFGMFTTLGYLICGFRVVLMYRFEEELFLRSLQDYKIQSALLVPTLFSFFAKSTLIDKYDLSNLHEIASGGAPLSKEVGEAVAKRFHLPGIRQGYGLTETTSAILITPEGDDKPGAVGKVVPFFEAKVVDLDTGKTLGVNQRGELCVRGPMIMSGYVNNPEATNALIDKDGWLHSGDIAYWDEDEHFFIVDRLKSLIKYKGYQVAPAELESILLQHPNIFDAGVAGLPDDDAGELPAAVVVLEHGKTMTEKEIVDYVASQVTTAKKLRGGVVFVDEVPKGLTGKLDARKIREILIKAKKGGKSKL
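Purified P. pyralis luciferase (10nM final) with 10uM D-luciferin and 10uM ATP (Km levels) in 50mM Tris acetate pH 7.5, 10mM Mg acetate, 0.01% Tween-20, 0.05% BSA; qHTS 6-point titration, ~60 µM downward; luminescence read.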
Active calls of the source: *; ? = inconclusive. Potency is the fitted concentration of half-maximal effect. An excerpt. The share of hits here may be higher or lower than overall.

Cc1ccc(S(=O)(=O)N2CCc3cc(C(=O)Nc4ccc(C(F)(F)F)cc4)ccc32)cc1
  FLuc modulator: 1%

Cc1ccc(C(=O)c2cn(Cc3ccccc3F)c3cc4c(cc3c2=O)OCCO4)cc1
  FLuc modulator: 1%

CCOC(=O)Cn1c(=O)oc2cc(S(=O)(=O)N3CCC(C(=O)OCC)CC3)ccc21
  FLuc modulator: -1%

Cc1cccc(N(C)S(=O)(=O)c2cc3c(cc2Cl)NC(=O)CO3)c1
  FLuc modulator: 1%

COc1ccccc1N1CCN(c2ccc(=O)n(CC(=O)Nc3cc(F)ccc3C)n2)CC1
  FLuc modulator: 5%

CCCCOc1ccc(C2=NC(c3cccs3)=Nc3ccc(CC)cc3N2)cc1
  FLuc modulator: -11%

Cc1ccc2nc(-c3ccc(NC(=O)COc4ccccc4C(C)(C)C)cc3)sc2c1
  FLuc modulator: 9.5µM*

CC(=O)c1cccc(NC(=O)CCS(=O)(=O)c2ccc3c(c2)n(C)c(=O)c(=O)n3C)c1
  FLuc modulator: 2%

COc1cc(C(=O)NCc2ccc3c(c2)CCN3C(=O)c2ccc(Cl)cc2)cc(OC)c1OC
  FLuc modulator: ?

COc1ccc(OC)c(C2NC(=O)NC(C)=C2C(=O)Nc2ccc(F)cc2)c1 (centres undefined)
  FLuc modulator: -7%

CC(=O)C1=C(c2ccc(Br)cc2)N(C(C)=O)n2c(nnc2C2CCCCC2)S1
  FLuc modulator: -1%

CCOc1ccccc1NC(=O)C(CC(C)C)NS(=O)(=O)c1ccc2c(c1)CCN2C(C)=O (centres undefined)
  FLuc modulator: -8%

COc1ccc(CC(=O)Nc2cc(-c3cn4cccnc4n3)ccc2C)cc1OC
  FLuc modulator: -11%

COc1ccc(NS(=O)(=O)c2cc(Br)cc3c2N(C(=O)C2CC2)CC3)cc1OC
  FLuc modulator: -8%

Cc1cc(NS(=O)(=O)c2ccc(NC(=O)COc3ccc(Br)cc3C)cc2)no1
  FLuc modulator: 21µM*

CCOc1ccc(CNC(=O)CCS(=O)(=O)c2cc3c(cc2Cl)NC(=O)CO3)cc1OC
  FLuc modulator: -1%

COc1cccc(Oc2nc(C)nc3c2oc2ccccc23)c1
  FLuc modulator: -19%

COc1ccc(F)cc1S(=O)(=O)NCCc1csc(-c2ccc(Cl)cc2)n1
  FLuc modulator: 1%

O=c1c2sccc2n(Cc2cc(=O)n3cc(Cl)ccc3n2)c(=O)n1-c1ccccc1
  FLuc modulator: 4%

COc1ccc(N(C(=O)c2ccc(OC)c(OC)c2)S(=O)(=O)c2ccc(Cl)cc2)cc1
  FLuc modulator: -4%

COc1cc2ccccc2cc1C(=O)Nc1cccc(-c2nc3ccccc3o2)c1
  FLuc modulator: ?

CCOC(=O)CSc1nc2ccccc2c(=O)n1-c1cccc(C)c1
  FLuc modulator: -2%

Cc1cc(C)c2c(CC(=O)Nc3ccccc3C(F)(F)F)coc2c1
  FLuc modulator: -2%

CC(=O)Nc1ccc(NC(=O)C(Cc2ccccc2)NS(=O)(=O)c2ccc3c(c2)oc(=O)n3C)cc1 (centres undefined)
  FLuc modulator: 1%

COc1cc(-c2nc3ccc(Cl)cn3c2Nc2ccc3c(c2)OCO3)ccc1O
  FLuc modulator: ?

CCOc1ccc(NC(=O)C2CCN(C(=O)N3CC(C)Oc4ccc(Cl)cc43)CC2)cc1 (centres undefined)
  FLuc modulator: -6%

COc1ccccc1CNC(=O)CN1N=C(c2ccccc2)CCC1=O
  FLuc modulator: 1%

CC(=O)c1cccc(Nc2ncnc3c2cnn3-c2cccc(Cl)c2)c1
  FLuc modulator: -15%

COc1ccc(Br)cc1CC1C(=O)Nc2ccccc21 (centres undefined)
  FLuc modulator: -17%

Cc1ccc(CNC(=O)C2CCCN(c3nc4ccccc4n4cccc34)C2)cc1 (centres undefined)
  FLuc modulator: -4%

Continued, overlapping the part above by 2 compounds.
COc1ccc(Br)cc1CC1C(=O)Nc2ccccc21 (centres undefined)
  FLuc modulator: -17%

Cc1ccc(CNC(=O)C2CCCN(c3nc4ccccc4n4cccc34)C2)cc1 (centres undefined)
  FLuc modulator: -4%

CC(C)NC(=O)CSc1cn(CC(=O)N2CCCCCC2)c2ccccc12
  FLuc modulator: -4%

Cc1ccc(CNC(=O)c2sc3nc4n(c(=O)c3c2C)CCCC4)cc1
  FLuc modulator: -11%

CCS(=O)(=O)N1CC(=O)N(c2cccc(Cl)c2)C(C)(C(=O)NC2CCCCCC2)C1 (centres undefined)
  FLuc modulator: -1%

O=C(Cn1c(-c2cccs2)cc2ccccc21)NCCc1ccc(Cl)cc1
  FLuc modulator: -3%

Cc1ccc(C(=O)NCCC(C)C)cc1NC(=O)c1nsc2ccccc12
  FLuc modulator: 0%

CCOc1ccc(NC(=O)CSc2nc(-c3ccc(F)cc3)cc(C(F)(F)F)c2C#N)cc1
  FLuc modulator: 5%

COc1ccc2c(c1)CCc1sc(NC(=O)c3cccc(Br)c3)nc1-2
  FLuc modulator: -13%

COc1ccc(-c2nnc(SCC(=O)Nc3cccc(C(F)(F)F)c3)nc2-c2ccc(OC)cc2)cc1
  FLuc modulator: -8%

Cc1ccc(-c2cn3c(n2)sc2cc(C(=O)NC4CCCc5ccccc54)ccc23)cc1 (centres undefined)
  FLuc modulator: -2%

CCc1cnc2c(c1SC(C(C)=O)C(=O)N(C)C)c(=O)n(C)c(=O)n2C (centres undefined)
  FLuc modulator: ?

CC(=O)c1ccc(N2CCN(c3ccc(NC(=O)c4cccs4)cc3C(=O)O)CC2)cc1
  FLuc modulator: -11%

COc1ccccc1N1CCN(c2nc(-c3ccc(C)cc3)nc3ccccc23)CC1
  FLuc modulator: -1%

CCOc1ccc(NC(=O)Cn2c(=O)oc3cc(S(=O)(=O)N4CCC(C)CC4)ccc32)cc1
  FLuc modulator: ?

O=c1oc2ccccc2c(N2CCN(c3ccc(F)cc3)CC2)c1CN1CCCC1
  FLuc modulator: 0%

Cc1ccc2c(c1)N(C(=O)Nc1cccc3c1CCCC3)CCO2
  FLuc modulator: 4%

Cc1ccc(C(=O)Nc2nc3ccc(S(=O)(=O)N4CCCC4)cc3s2)cc1
  FLuc modulator: -5%

CCc1ccc(S(=O)(=O)Nc2ccc3c(c2)n(C)c(=O)c(=O)n3C)cc1
  FLuc modulator: -7%

CC(=O)NCCNC(=O)CCCc1nnc2n(C)c(=O)c3sccc3n12
  FLuc modulator: 1%

CCOc1ccc(CNC(=O)c2ccc3c(c2)nc2n3CCCCC2)cc1
  FLuc modulator: 12µM*

Cc1cc(C)cc(NC(=O)c2cccc(C(=O)Nc3cc(C)cc(C)c3)c2)c1
  FLuc modulator: -6%

Cc1ccc(Cl)cc1N1CCN(C(=O)Cn2nc(C)n3c(cc4sccc43)c2=O)CC1
  FLuc modulator: -18%

COc1ccc(S(=O)(=O)N2CCC(C(=O)Nc3ccccc3)CC2)cc1OC
  FLuc modulator: -2%

O=C(NCCc1ccccc1Cl)c1ccc2c(c1)nc1n2CCCCC1
  FLuc modulator: 0.54µM*

CCCc1nc2sc3c(N4CCC(C)CC4)ncnc3c2c2c1CCCC2
  FLuc modulator: -1%

COc1ccc(OC)c(C2CC(=O)Oc3c2c(=O)n(C)c2ccccc32)c1 (centres undefined)
  FLuc modulator: ?

Fc1ccc(-n2ncc3c(NC4CCCCCC4)ncnc32)cc1
  FLuc modulator: 4.8µM*

CCCOc1ccc(C2C(=O)N(C3CCCCCC3)CC(=O)N2CCC2=CCCCC2)cc1OC (centres undefined)
  FLuc modulator: -7%

Cc1ccc2c(=O)cc(C(=O)Nc3ccc(S(=O)(=O)N4CCCCCC4)cc3)oc2c1
  FLuc modulator: 0%

CC1CCCCN1CCCNC(=O)Cn1ncc2c3ccccc3n(Cc3ccccc3)c2c1=O (centres undefined)
  FLuc modulator: 0%

CCOc1ccccc1CNC(=O)Cn1c(-c2ccccc2)cc(C(C)=O)c1C
  FLuc modulator: -12%

O=C(Cn1cc(C(=O)c2cccs2)c2ccccc21)Nc1ccc(Br)cc1
  FLuc modulator: -5%

Cc1cccc(C)c1OCc1nc2c3cnn(-c4ccccc4Br)c3ncn2n1
  FLuc modulator: ?

CCN(C(=O)CCc1nc(-c2ccc(C)cc2)no1)c1cc(C)ccc1C
  FLuc modulator: -7%

COc1ccccc1NC(=O)CSc1nc(-c2ccc(C)cc2)nc2c1Cc1c(CO)cnc(C)c1O2
  FLuc modulator: -2%

COCCCNC(=O)c1ccc(Cn2c(SCc3ccc(F)cc3)nc3cccnc32)cc1
  FLuc modulator: 3.4µM*

NC(=O)C1CCN(C(=O)c2ccc(NC(=O)c3nsc4ccccc34)cc2)CC1
  FLuc modulator: 1.7µM*

Cc1c(C(=O)Nc2ccc(C(C)C)cc2)sc2nc3n(c(=O)c12)CCC3
  FLuc modulator: -11%

Fc1ccccc1-n1ncc2c1ncn1nc(Cc3ccccc3)nc21
  FLuc modulator: 6µM*

O=C(COc1ccc2ccccc2c1)NC1CC(=O)N(c2ccccc2)C1 (centres undefined)
  FLuc modulator: -13%

CCOc1cc(CNC(=O)NC2COc3ccc(OC)cc3C2)cc(OCC)c1OCC (centres undefined)
  FLuc modulator: -3%

COc1ccc2nc(NC(=O)c3nc(SC(C)C)ncc3Cl)sc2c1
  FLuc modulator: 7%

CCOc1ccccc1C(=O)N(Cc1ccco1)Cc1ccco1
  FLuc modulator: 1%

COc1ccc(Cl)cc1S(=O)(=O)N1CCN(C(=O)c2cc(-c3ccc(Br)cc3)n[nH]2)CC1
  FLuc modulator: -3%

COc1ccc(C)cc1NC(=O)c1cc2c(=O)n(Cc3cccnc3)ccc2nc1C
  FLuc modulator: -3%

Cc1ccc(-c2nnc(SCC(=O)NCc3ccccc3)o2)cc1
  FLuc modulator: -10%

O=C(CSc1nc2c([nH]c3ccccc32)c(=O)n1-c1ccc(F)cc1)Nc1ccc2c(c1)OCCO2
  FLuc modulator: -7%

O=C(NCCc1ccc(Cl)cc1)c1cccn1-c1nnc(N2CCCCC2)s1
  FLuc modulator: -16%

COc1ccc(-c2nnc3n2N(C(C)=O)C(c2ccc(Cl)c(Cl)c2)=C(C(C)=O)S3)cc1
  FLuc modulator: -1%

COC(=O)c1c(NC(=O)Cc2coc3cc(C)cc(C)c23)sc2c1CCC2
  FLuc modulator: -14%

Cc1cccc(NC(=O)c2oc3ccc(S(=O)(=O)N(C)C4CCCCC4)cc3c2C)c1C
  FLuc modulator: -5%

COc1cccc2cc(-c3nc(Nc4cccc(C)c4C)sc3C)c(=O)oc12
  FLuc modulator: -8%

Cc1ccc(-n2nc3c(=O)n(C(C)C(=O)NCc4ccccc4C)nc(C)c3c2C)cc1 (centres undefined)
  FLuc modulator: -14%

CCOC(=O)c1ccc(-n2c(N)c(C(=O)OC)c3nc4ccccc4nc32)cc1
  FLuc modulator: 3%

O=C(Cc1csc2nc(-c3ccccc3)cn12)NCc1ccc(F)cc1
  FLuc modulator: -18%

CCCCOc1ccccc1C(=O)N(Cc1cccc(F)c1)C1CCS(=O)(=O)C1 (centres undefined)
  FLuc modulator: -2%

COc1ccccc1-c1nc(SCC(=O)NCc2ccc(C)cc2)c2c(=O)n(C)c(=O)n(C)c2n1
  FLuc modulator: -4%

Fc1ccc(CN2CCc3nc(Nc4ccccc4)ncc3C2)cc1F
  FLuc modulator: -10%

CC(=O)c1ccc(NC(=O)Cn2cnc3nc4c(cc3c2=O)CC(C)CC4)cc1 (centres undefined)
  FLuc modulator: -18%

Cc1cccc(N2CCN(C3(c4ccccc4)C(=O)c4ccccc4C3=O)CC2C)c1 (centres undefined)
  FLuc modulator: -1%

CCOC(=O)c1cnc2c(C)cc(C)cc2c1Nc1cccc(C(=O)O)c1
  FLuc modulator: ?

Compounds shown so far that contain a CF3 group:
Cc1ccc(S(=O)(=O)N2CCc3cc(C(=O)Nc4ccc(C(F)(F)F)cc4)ccc32)cc1
  FLuc modulator: 1%

Cc1cc(C)c2c(CC(=O)Nc3ccccc3C(F)(F)F)coc2c1
  FLuc modulator: -2%

CCOc1ccc(NC(=O)CSc2nc(-c3ccc(F)cc3)cc(C(F)(F)F)c2C#N)cc1
  FLuc modulator: 5%

COc1ccc(-c2nnc(SCC(=O)Nc3cccc(C(F)(F)F)c3)nc2-c2ccc(OC)cc2)cc1
  FLuc modulator: -8%

Additional entries follow.
Cc1ccc(-n2nc(C(=O)N3CCN(c4ccccc4)CC3)c(=O)n(C)c2=O)cc1
  FLuc modulator: -2%

COc1ccc(CC(=O)Nc2nc3c(s2)CCCC3)cc1
  FLuc modulator: ?

COCCCNC(=O)CCC(=O)N1Cc2cccc(OC)c2Oc2ncccc21
  FLuc modulator: -3%

O=C(Nc1ccc(F)c(Cl)c1)N1CCC(CN2CCc3ccccc3C2)CC1
  FLuc modulator: -2%

Cc1nnc(N2CCCC(C(=O)NCc3ccccc3F)C2)c2nn(-c3ccc(Cl)cc3)c(C)c12 (centres undefined)
  FLuc modulator: -2%

COc1ccc(Cl)cc1N(C)C(=O)C(=O)Nc1ccc2nc3n(c(=O)c2c1)CCCCC3
  FLuc modulator: -1%

COC(=O)c1ccc2c(=O)n(CCCCCC(=O)N3CCN(c4cc(C)ccc4C)CC3)c(=O)[nH]c2c1
  FLuc modulator: -2%

COc1ccc(C(=O)Cn2c(=O)n3nc(CCn4nc(C)cc4C)nc3c3cc(OC)c(OC)cc32)cc1
  FLuc modulator: 1%

CC1CCCN(c2csc3ccc(F)cc3c2=O)C1 (centres undefined)
  FLuc modulator: 6µM*

Cn1c(=O)c(=O)n(C)c2cc(N3CCOCC3)c(NS(=O)(=O)c3ccc(Cl)cc3)cc21
  FLuc modulator: 0%

Cc1ccc(CNC(=O)C(=O)NCC(c2cccnc2)N2CCN(c3ccccc3F)CC2)cc1 (centres undefined)
  FLuc modulator: -16%

COc1ccccc1N1CCN(C(=O)c2cnc(N3CCCCC3)c3ccccc23)CC1
  FLuc modulator: -15%

O=C(CSc1nc2ccsc2c(=O)n1Cc1ccccc1F)NCc1ccccc1
  FLuc modulator: -6%

CC1CCN(C(=O)c2c(NC(=O)c3ccccc3Cl)sc3c2CCC(C(C)(C)C)C3)CC1 (centres undefined)
  FLuc modulator: -2%

O=C(Cn1ccn(-c2ccc(F)cc2)c(=O)c1=O)NCCc1ccccc1
  FLuc modulator: -5%
